Source: PubChem BioAssay (several laboratories)
CIT2 TOR yeast = modulators of TOR pathway CIT2-GFP in S. cerevisiae | S. cerevisiae CIT2-GFP strain, flow cytometry, 3 h; 100 means same as DMSO wells | GFP response vs DMSO, % at 10 µM | hit rate 0.065% among 320,000 | AID 2029;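 active = GFP response relative to DMSO above a set limit, near the screen mean plus 3 SD, cut at about 150% in these data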;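 also: ratio of well median GFP fluorescence to mean of DMSO wells on the plate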
GRK2 inh = inhibitors of human GRK2 displacing RNA aptamer | P25098 | inhibition of aptamer binding, % at 10 µM | hit rate 0.59% among 330,000 | bead flow cytometry, FAM-aptamer displacement from GRK2;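 active = inhibition of aptamer binding above 40%, roughly 3 SD of noise, on plates passing a quality check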;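 also: median bead fluorescence of bound FAM aptamer so fluorescent compounds give negative values; no value below 0 was filed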
MEP2 TOR yeast = yeast TOR pathway MEP2-GFP modulation; S. cerevisiae MEP2-GFP strain, flow cytometry GFP, 3 h; 100% = DMSO control level; GFP response vs DMSO, % at 10 µM; hit rate 0.51% among 330,000; AID 2016;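 active = GFP response versus DMSO above a set limit, roughly screen mean plus 3 SD, cut at about 180% in these data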;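 also: median GFP fluorescence of the barcode-gated MEP2-GFP cells per well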
RPL19A-GFP yeast = modulators of TOR pathway RPL19A-GFP in S. cerevisiae | percent response vs DMSO, % at 10 µM | hit rate 0.3% among 330,000 | S. cerevisiae RPL19A-GFP strain, flow cytometry, 3 h; stronger effect = lower value;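 active = percent response vs DMSO below 50%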;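 also: median channel GFP fluorescence of the barcoded RPL19A-GFP strain; ratio of sample median GFP to plate DMSO average so 100% = DMSO; lower means less RPL19A-GFP as with rapamycin TOR inhibition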
LAP4-GFP MLPCN = modulators of TOR pathway LAP4-GFP in S. cerevisiae; S. cerevisiae LAP4-GFP multiplex, flow cytometry GFP, 3 h; median GFP as percent of DMSO wells; GFP response vs DMSO, % at 10 µM; hit rate 0.34% among 320,000; AID 2023;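 active = GFP response vs DMSO above a set limit, about the screen mean plus 3 SD, cut at about 150% in these data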
JMJD2C inh = human JMJD2C demethylase inhibition. Q9H3R0. AID 2099. inhibition, % at 2.35 µM. hit rate 0.069% among 330,000. GST-JMJD2C(1-420) H3K9me3 demethylation, DELFIA europium;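 active = more than half of a compound's replicate wells show inhibition beyond 50%, single wells judged on their own value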;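 also: signal counts dimethyl H3K9 product captured on neutravidin plate; 0% = median of DMSO wells and 100% = 0.3 times that DMSO median; strong numbers were not always called active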
Target sequence (Q9H3R0 1-420 limits assumed): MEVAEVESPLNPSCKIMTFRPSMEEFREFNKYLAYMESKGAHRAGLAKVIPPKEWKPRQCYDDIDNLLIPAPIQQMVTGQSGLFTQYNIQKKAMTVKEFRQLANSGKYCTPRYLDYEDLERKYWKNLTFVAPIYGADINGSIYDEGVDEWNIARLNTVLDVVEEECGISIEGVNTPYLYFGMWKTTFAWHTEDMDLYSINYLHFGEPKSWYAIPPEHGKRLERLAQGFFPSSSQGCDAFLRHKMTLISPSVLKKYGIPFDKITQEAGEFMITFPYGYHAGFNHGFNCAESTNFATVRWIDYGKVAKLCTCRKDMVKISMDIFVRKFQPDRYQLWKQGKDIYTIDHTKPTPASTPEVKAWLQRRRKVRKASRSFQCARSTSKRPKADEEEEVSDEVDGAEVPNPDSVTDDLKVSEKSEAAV
VLA-4 inh = inhibition in a human VLA-4 binding assay. P13612. VLA-4 expressing cells, ligand binding flow cytometry. inhibition, % (about 7 µM as worked out from the volumes in the protocol). hit rate 0.2% among 330,000. AID 2557; in the data active = inhibition above about 50%
AGP1 TOR yeast = yeast TOR pathway AGP1-GFP modulation | S. cerevisiae AGP1-GFP multiplex flow cytometry, 3 h; GFP as percent of DMSO wells | hit rate 0.02% among 320,000 | GFP response vs DMSO, % at 10 µM;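 active = GFP response relative to DMSO above a set limit, near screen average plus 3 SD, cut at about 150% in these data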;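 also: median GFP channel fluorescence of the gated AGP1 strain per well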
* marks the source's active call; other numbers are inactive results; . = no result given. Outcome played no part in choosing rows (roughly 1.7% active in at least one column).

SMILES	CIT2 TOR yeast	GRK2 inh	MEP2 TOR yeast	RPL19A-GFP yeast	LAP4-GFP MLPCN	JMJD2C inh	VLA-4 inh	AGP1 TOR yeast
CCOc1cc(/C=C(\C#N)C(=O)Nc2ccccn2)ccc1O	115.0	1.0	111.0	106.5	89.8	0.5	6.4	105.9
CCOc1ccc(CCn2c(-c3ccco3)nc3ccccc3c2=O)cc1OCC	98.9	4.0	113.2	101.5	106.4	5.3	-9.8	114.2
O=C(CN1C(=O)S/C(=C/C=C/c2ccccc2)C1=O)Nc1ccc(C(=O)O)cc1	95.7	3.0	86.8	93.6	96.0	4.6	-5.4	97.8
CSCC[C@H](NC(=O)C1CCN(C(=O)[C@@H](N)Cc2ccccc2)CC1)C(=O)O	82.8	0.0	116.1	107.3	98.0	3.0	5.6	30.1
O=C(c1ccc(Br)cc1)c1sc(N2CCOCC2)nc1-c1ccccc1	90.4	4.0	99.6	100.7	108.3	4.7	16.1	101.5
O=C(Nc1ccc(F)cc1)C1CCN(S(=O)(=O)c2cccs2)CC1	98.0	0.0	67.6	95.9	111.5	14.4	0.0	87.2
Nc1nc(-c2sc3nc4c(cc3c2N)CCCC4)nc(N2CCOCC2)n1	97.3	0.0	99.9	98.3	101.7	0.0	8.6	98.5
CC(=O)N1CCOc2ccc(S(=O)(=O)N3CCC(C(=O)NCc4ccc(C)cc4)CC3)cc21	94.7	0.0	93.5	97.1	93.8	-12.5	-1.5	96.6
COC(=O)[C@@H](NC(=O)NCc1ccccc1Cl)C(C)C	107.3	2.0	116.6	107.5	115.8	14.9	-6.8	108.0
CCOC(=O)[C@@H]1[C@H]2COc3ccccc3[C@@H]2N2C(=O)N(c3ccc(Cl)cc3)C(=O)[C@]12C	98.6	1.0	99.7	101.6	98.8	-1.7	44.3	100.7
CCN1N=C(c2cc(Cl)sc2Cl)CSC1=O	93.5	0.0	110.2	96.2	97.9	-10.6	10.6	99.3
O=C(CCC(=O)c1ccccc1)Nc1ccccc1	91.2	0.0	90.7	91.6	104.8	6.7	1.3	93.8
N/C(=N\OC(=O)c1ccccc1F)c1ccc([N+](=O)[O-])cc1	106.6	0.0	116.5	101.9	102.4	12.8	5.1	97.4
Cc1ccc(C(=O)N2CCOCC2)cc1S(=O)(=O)N1CCCC1	.	0.0	108.6	117.3	82.8	-32.7	16.8	99.5
Cc1ccc(S(=O)(=O)N=C2SCCCS2)cc1	96.2	5.0	101.3	94.6	97.8	-8.8	14.3	98.2
CCOC(=O)C1CCN(Cc2cnc(Oc3ccc(Cl)cc3C)s2)CC1	104.4	5.0	103.7	100.2	99.3	15.0	-7.8	105.4
CCOc1ccc(NC(=O)CC2C(=O)N(c3ccccc3)C(=O)N2CCOC)cc1 (centres undefined)	93.3	0.0	95.5	98.8	95.3	-1.0	6.2	101.0
Cc1ccc(S(=O)(=O)NCCC(c2ccccc2)c2ccco2)cc1 (centres undefined)	93.9	0.0	88.9	93.7	86.6	-2.0	13.6	92.1
Nn1c(SCc2cccc(Oc3ccccc3)c2)nnc1C(F)(F)F	100.2	6.0	104.2	103.0	93.4	5.9	2.6	97.8
Cn1cc([N+](=O)[O-])c(C(=O)N2CCN(Cc3ccc4c(c3)OCO4)CC2)n1	111.1	0.0	100.6	101.8	73.4	8.8	-10.2	92.2
CSc1ccc(C2C(C#N)=C(N)N(c3ccccc3)C3=C2C(=O)CCC3)cc1 (centres undefined)	89.5	3.0	97.8	.	88.0	-2.9	12.2	88.6
COc1ccc(NC(=S)N2CCCC2)c(OC)c1	98.5	4.0	101.0	99.6	100.5	-1.6	23.9	105.5
Cc1ccc(C(=O)CCC(=O)OCc2nnc(-c3ccccc3)o2)cc1	87.9	0.0	96.3	99.8	123.7	-2.8	-2.8	86.3
COCc1nc2oc3ccc(F)cc3c(=O)c2cc1C(=O)OC	95.5	0.0	104.7	100.7	94.7	-2.9	-10.9	93.4
Cc1cc(NS(=O)(=O)c2ccc(NC(=O)COc3cc(C)c(Cl)c(C)c3)cc2)no1	88.3	0.0	92.1	93.2	89.1	8.9	-5.8	88.9
CCOC(=O)c1ccc(-c2c(C(=O)OCC)oc3cc(O)c(CC)cc3c2=O)o1	90.9	0.0	95.7	93.6	108.1	-3.5	1.3	99.9
CCOC(=O)c1ccc(-n2c(CN3CCC(O)CC3)nc3ccc([N+](=O)[O-])cc3c2=O)cc1	92.7	0.0	98.7	96.7	101.5	8.1	10.4	98.0
Cc1cc(=O)[nH]c(SCCCOc2ccc3c(c2)CCC3)n1	85.2	0.0	94.1	89.5	86.6	-3.7	-2.3	.
COc1cc(OC)nc(NC(=O)CSc2nc3ccccc3o2)n1	90.0	0.0	101.1	95.0	103.3	-2.2	14.7	98.9
CCN(CC)c1nc2c(c(=O)n(C)c(=O)n2C)n1CCCc1ccccc1	104.1	1.0	91.7	100.9	93.1	-10.5	8.5	97.5

16 structures out of the list, ordered by SMILES length, falling.
SMILES	CIT2 TOR yeast	GRK2 inh	MEP2 TOR yeast	RPL19A-GFP yeast	LAP4-GFP MLPCN	JMJD2C inh	VLA-4 inh	AGP1 TOR yeast
CCOC(=O)c1ccc(-n2c(CN3CCC(O)CC3)nc3ccc([N+](=O)[O-])cc3c2=O)cc1	92.7	0.0	98.7	96.7	101.5	8.1	10.4	98.0
Cc1cc(NS(=O)(=O)c2ccc(NC(=O)COc3cc(C)c(Cl)c(C)c3)cc2)no1	88.3	0.0	92.1	93.2	89.1	8.9	-5.8	88.9
Cn1cc([N+](=O)[O-])c(C(=O)N2CCN(Cc3ccc4c(c3)OCO4)CC2)n1	111.1	0.0	100.6	101.8	73.4	8.8	-10.2	92.2
CCOC(=O)c1ccc(-c2c(C(=O)OCC)oc3cc(O)c(CC)cc3c2=O)o1	90.9	0.0	95.7	93.6	108.1	-3.5	1.3	99.9
CSc1ccc(C2C(C#N)=C(N)N(c3ccccc3)C3=C2C(=O)CCC3)cc1 (centres undefined)	89.5	3.0	97.8	.	88.0	-2.9	12.2	88.6
CCOc1ccc(NC(=O)CC2C(=O)N(c3ccccc3)C(=O)N2CCOC)cc1 (centres undefined)	93.3	0.0	95.5	98.8	95.3	-1.0	6.2	101.0
N/C(=N\OC(=O)c1ccccc1F)c1ccc([N+](=O)[O-])cc1	106.6	0.0	116.5	101.9	102.4	12.8	5.1	97.4
Cc1ccc(C(=O)CCC(=O)OCc2nnc(-c3ccccc3)o2)cc1	87.9	0.0	96.3	99.8	123.7	-2.8	-2.8	86.3
CCOC(=O)C1CCN(Cc2cnc(Oc3ccc(Cl)cc3C)s2)CC1	104.4	5.0	103.7	100.2	99.3	15.0	-7.8	105.4
Cc1ccc(S(=O)(=O)NCCC(c2ccccc2)c2ccco2)cc1 (centres undefined)	93.9	0.0	88.9	93.7	86.6	-2.0	13.6	92.1
Cc1ccc(C(=O)N2CCOCC2)cc1S(=O)(=O)N1CCCC1	.	0.0	108.6	117.3	82.8	-32.7	16.8	99.5
Nn1c(SCc2cccc(Oc3ccccc3)c2)nnc1C(F)(F)F	100.2	6.0	104.2	103.0	93.4	5.9	2.6	97.8
Cc1cc(=O)[nH]c(SCCCOc2ccc3c(c2)CCC3)n1	85.2	0.0	94.1	89.5	86.6	-3.7	-2.3	.
COCc1nc2oc3ccc(F)cc3c(=O)c2cc1C(=O)OC	95.5	0.0	104.7	100.7	94.7	-2.9	-10.9	93.4
Cc1ccc(S(=O)(=O)N=C2SCCCS2)cc1	96.2	5.0	101.3	94.6	97.8	-8.8	14.3	98.2
COc1ccc(NC(=S)N2CCCC2)c(OC)c1	98.5	4.0	101.0	99.6	100.5	-1.6	23.9	105.5

Sorted by value in LAP4-GFP MLPCN (smallest number first): some entries from above.
| structure | CIT2 TOR yeast | GRK2 inh | MEP2 TOR yeast | RPL19A-GFP yeast | LAP4-GFP MLPCN | JMJD2C inh | VLA-4 inh | AGP1 TOR yeast |
| --- | --- | --- | --- | --- | --- | --- | --- | --- |
| CSc1ccc(C2C(C#N)=C(N)N(c3ccccc3)C3=C2C(=O)CCC3)cc1 (centres undefined) | 89.5 | 3.0 | 97.8 | . | 88.0 | -2.9 | 12.2 | 88.6 |
| Nn1c(SCc2cccc(Oc3ccccc3)c2)nnc1C(F)(F)F | 100.2 | 6.0 | 104.2 | 103.0 | 93.4 | 5.9 | 2.6 | 97.8 |
| Cc1ccc(C(=O)CCC(=O)OCc2nnc(-c3ccccc3)o2)cc1 | 87.9 | 0.0 | 96.3 | 99.8 | 123.7 | -2.8 | -2.8 | 86.3 |
